# ADAM10 inh: inhibitors of human ADAM10 | AID 720582 | recombinant ADAM10, EDANS/DABCYL FRET peptide cleavage, 3 h | inhibition, % at 7 µM | O14672 | 370,000 tested, 0.62% active;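 active means inhibition above a per-campaign cutoff equal to the mean of compounds falling between control-based bounds plus 3 SD, cut at about 20% in these data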;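 further: 0% = DMSO wells while the 100% control is not disclosed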
# FXN GAA850 act: increases GAA850 frataxin promoter reporter activity; HEK293 lucGAA850 FXN promoter luciferase reporter, 24 h; percent of 10 µM SAHA response; activation, % at 6 µM; 360,000 tested, 0.56% active;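 active means activation above the average of all compounds screened plus 3 SD, cutoff fixed separately per campaign, cut at about 7.5% in these data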;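 further: 0% = DMSO wells and 100% = 10 µM SAHA wells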
# hgDAF-12 ag: agonists of H. glycines DAF-12 nuclear receptor; 370,000 tested, 1.8% active; activation, % at 6.8 µM; HEK293 GAL4-hgDAF12 UAS-luciferase reporter, agonist luminescence; normalized to butyrate control;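 active means activation above a cutoff set at the mean of all screened compounds plus 3 SD, cut at about 10% in these data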;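 further: 0% = DMSO wells and 100% = sodium butyrate wells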
# NPR1 activator: GC-A (human) enzyme activation; P16066; activation, % at 10 µM; 370,000 tested, 0.14% active; HEK293 GC-A cells, cGMP TR-FRET, EC30 ANP; 0% at EC30 ANP, 100% saturating ANP; in the data active means activation above about 40%
# hcDAF-12 act: H. contortus DAF-12 activation, primary screen | HEK293 hcDAF-12 lit1-tk-luc reporter, luminescence; 0% DMSO, 100% Δ7-dafachronic acid | activation, % at 6.8 µM | 370,000 tested, 1.4% active | AID 652067;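 active means activation above the mean of all tested compounds plus 3 SD, cut at about 5.5% in these data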;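 further: 100% = response to 3 µM Δ7-dafachronic acid high control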
# DAX1 inh-1: inhibits human nuclear receptor DAX1 | P51843 | HEK293 Gal4-DAX1 luciferase reporter, luminescence | 340,000 tested, 0.99% active | AID 504766 | inhibition, % at 6.75 µM;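 active means inhibition above the mean over all tested compounds plus 3 SD, cut at about 4.2% in these data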;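 further: 0% = DAX1-transfected cells with DMSO and 100% = empty-vector control cells with DMSO; inhibition shows as a rise in luminescence from relieved DAX1 repression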
# Target sequence (P51843 207-470 limits assumed): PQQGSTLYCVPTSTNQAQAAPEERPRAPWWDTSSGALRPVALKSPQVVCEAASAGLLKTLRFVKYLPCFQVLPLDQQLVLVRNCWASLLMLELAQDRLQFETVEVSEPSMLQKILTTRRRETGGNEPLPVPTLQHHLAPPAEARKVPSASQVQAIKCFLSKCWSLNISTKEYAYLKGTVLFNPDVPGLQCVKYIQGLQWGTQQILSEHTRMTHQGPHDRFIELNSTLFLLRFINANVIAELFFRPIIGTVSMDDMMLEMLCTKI
# ssDAF12 agonist: S. stercoralis DAF-12 activation, primary screen | HEK293 ssDAF-12/GRIP1 lit1-tk-luc reporter, luminescence; % of 3 µM dafachronic acid response | activation, % at 6.8 µM | 370,000 tested, 1% active | AID 652126;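 active means activation above the mean over all tested compounds plus 3 SD, cut at about 0.9% in these data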;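 further: 0% = DMSO-only wells and 100% = 3 µM delta7-dafachronic acid wells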
# ADAM17 inh: inhibitors of human ADAM17; P78536; recombinant ADAM17, EDANS/DABCYL FRET peptide cleavage; inhibition, % at 6.95 µM; 370,000 tested, 0.83% active; AID 720648;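 active means inhibition above the mean of compounds lying between control limits plus 3 SD, set per campaign, cut at about 8.5% in these data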;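 further: 0% = DMSO-only wells as the low control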
# Target sequence (P78536 215-824 limits assumed): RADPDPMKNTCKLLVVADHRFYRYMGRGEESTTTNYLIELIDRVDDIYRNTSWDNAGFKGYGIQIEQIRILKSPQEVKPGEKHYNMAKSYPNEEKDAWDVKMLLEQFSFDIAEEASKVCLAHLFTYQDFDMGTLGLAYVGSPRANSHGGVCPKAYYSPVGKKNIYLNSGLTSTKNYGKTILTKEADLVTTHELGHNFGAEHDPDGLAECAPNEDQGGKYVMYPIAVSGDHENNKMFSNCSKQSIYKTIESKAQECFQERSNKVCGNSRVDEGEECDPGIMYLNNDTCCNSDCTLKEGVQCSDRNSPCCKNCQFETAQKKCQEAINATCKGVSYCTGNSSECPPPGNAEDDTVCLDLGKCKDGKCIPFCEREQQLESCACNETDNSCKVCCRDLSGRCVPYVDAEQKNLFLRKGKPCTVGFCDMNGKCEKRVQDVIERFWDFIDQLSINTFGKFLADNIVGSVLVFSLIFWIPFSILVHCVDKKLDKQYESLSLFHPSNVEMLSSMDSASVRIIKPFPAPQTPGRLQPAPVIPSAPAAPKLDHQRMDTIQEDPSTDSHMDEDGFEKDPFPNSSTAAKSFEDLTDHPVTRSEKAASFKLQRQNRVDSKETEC
# DAX1 inh-2: DAX1 (NR0B1) inhibition, primary screen; HEK293T StAR-luciferase reporter, SF-1/DAX-1 repression relief; inhibition, % at 6.8 µM; 370,000 tested, 1.1% active; AID 652010;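 active means inhibition above the mean over all tested compounds plus 3 SD, cut at about 3.6% in these data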;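 further: 0% = DAX-1 cells with DMSO and 100% = cells lacking DAX-1 with DMSO; higher inhibition means more luminescence from relief of DAX-1 repression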
# SMARCA2 act: SMARCA2 function activation, primary screen; MG213 cells, MMTV-luciferase reporter, dexamethasone, overnight; activation, % at 9.1 µM; 370,000 tested, 1% active; AID 652017; in the data active means activation above about 7.8%;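 further: 0% = vehicle wells and 100% = reference activator wells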
# PG9 Ab binder: binds the HIV-1 gp120 antibody PG9 | TR-FRET gp120-PG9 antibody binding | inhibition, % at 6.7 µM | 360,000 tested, 0.43% active | AID 624416; in the data active means inhibition above about 8.5%
# * marks the source's active call; other numbers are inactive results; · = not tested or not shown.
SMILES,ADAM10 inh,FXN GAA850 act,hgDAF-12 ag,NPR1 activator,hcDAF-12 act,DAX1 inh-1,ssDAF12 agonist,ADAM17 inh,DAX1 inh-2,SMARCA2 act,PG9 Ab binder
CCN(CCCNC(=O)Cn1ncc2c(=O)oc3ccccc3c21)c1cccc(C)c1,-8.4,-3.5,0.9,-24.3,-0.9,-1.4,-1.7,2.3,-1.7,-1.7,8.4
COC(=O)c1cc(NC(=O)C2CCCN(S(=O)(=O)c3c(C)n[nH]c3C)C2)cc(C(=O)OC)c1 (configuration not stated),-8.5,·,-2.9,-14.2,-0.2,·,-2.0,-2.9,0.1,1.9,-0.1
O=C(NCCOC12CC3CC(CC(C3)C1)C2)c1cccc(Br)c1,5.4,5.3,-0.9,1.6,-0.5,-1.3,-1.1,8.4,0.1,-1.0,-2.1
Cc1nc2nc(SCc3ccc([N+](=O)[O-])cc3)[nH]c2cc1Br,-3.4,2.3,-3.1,2.1,-0.1,-0.3,-1.2,1.5,-0.3,2.0,-2.4
CCCCn1nnnc1C1(C)CCC(=O)N1Cc1ccco1 (configuration not stated),-0.4,·,-0.3,2.1,1.7,·,-0.8,-8.1,0.3,-0.7,0.5
CC(C)(C)c1ccc(C(=O)NNC(=O)C2CCCCC2)cc1,-9.9,2.3,0.7,-1.8,-0.9,3.3,-1.2,-4.7,0.6,-1.3,-1.4
CSc1ncccc1C(=O)NCc1ccccc1Cl,-6.4,3.1,0.4,-0.6,-0.8,-0.6,-1.1,-0.4,0.2,-4.3,-1.4
CCOC(=O)c1[nH]c(C)c(C)c1C,-2.6,-1.3,-0.6,-1.2,0.3,1.0,-0.4,-4.3,0.0,-2.2,2.8
COc1cc(C(=O)NCc2ncccc2C)ccc1OC1CCN(C(C)=O)CC1,1.8,0.2,0.9,0.2,-1.3,0.0,-0.9,-0.7,0.5,-1.3,-0.1
COc1cc(CN(C)C(C)C(=O)Nc2ccc([N+](=O)[O-])cc2Cl)ccc1OC(F)F (configuration not stated),2.3,2.5,0.0,-3.0,-3.4,0.1,-1.3,-1.4,0.1,2.5,-2.3
CCOC(=O)CCN(Cc1ccccc1)S(=O)(=O)c1csc(C(N)=O)c1,4.4,-1.1,-0.1,-3.0,-1.1,0.8,-1.1,1.2,0.0,1.5,-1.0
COc1ccccc1N1C(=O)c2ccc(C(=O)Nc3ccc(C(=O)O)cc3)cc2C1=O,-0.5,-0.2,3.0,1.3,-0.9,-0.7,-0.8,-0.5,0.1,-2.4,-1.2
COc1cccc(C(=O)Nc2ccc(NC(=O)C(C)(C)C)cn2)c1,-4.4,-3.2,6.5,4.3,5.2,-2.2,-0.1,-4.5,2.7,-0.5,-0.2
Nc1[nH]c(C(=O)c2ccccc2)c(-c2ccccn2)c1C(=O)c1c[nH]c2ccccc12,-7.7,·,2.5,1.1,-0.1,·,1.3*,-2.0,-0.4,-0.9,0.1
CCC(CC)NC(=O)CCc1nc2ccccc2c(=O)[nH]1,-4.8,-0.2,-1.4,2.5,-1.6,0.5,-0.6,-5.3,0.0,1.5,-2.9

# Overlap with the part before: 2 compounds, then new ones.
SMILES,ADAM10 inh,FXN GAA850 act,hgDAF-12 ag,NPR1 activator,hcDAF-12 act,DAX1 inh-1,ssDAF12 agonist,ADAM17 inh,DAX1 inh-2,SMARCA2 act,PG9 Ab binder
Nc1[nH]c(C(=O)c2ccccc2)c(-c2ccccn2)c1C(=O)c1c[nH]c2ccccc12,-7.7,·,2.5,1.1,-0.1,·,1.3*,-2.0,-0.4,-0.9,0.1
CCC(CC)NC(=O)CCc1nc2ccccc2c(=O)[nH]1,-4.8,-0.2,-1.4,2.5,-1.6,0.5,-0.6,-5.3,0.0,1.5,-2.9
O=[N+]([O-])c1ccc(CSc2ccc(S(=O)(=O)N3CCOCC3)cn2)cc1,-7.8,1.3,0.2,0.9,-1.9,-0.6,-0.8,1.7,-2.7,-0.3,0.0
O=C(O)C1CC=CCC1C(=O)NNS(=O)(=O)c1ccccc1 (configuration not stated),-6.7,2.0,-3.8,-0.2,-0.1,-0.2,-1.3,1.0,-0.3,2.2,-1.5
CC(C)(C)c1ccc(-c2nnc(SCC(=O)c3ccc([N+](=O)[O-])cc3)n2-c2ccc(Cl)cc2)cc1,6.1,·,2.5,3.3,-1.2,·,-1.4,2.2,-1.9,0.6,·
COc1ccc(C2CC(=O)Oc3cc(OC)ccc32)cc1 (configuration not stated),-14.1,0.4,-2.1,5.6,-1.5,-0.9,-1.1,-1.5,0.4,-1.9,0.4
CC(C)c1ccccc1OS(N)(=O)=O,0.9,-1.5,3.2,-2.1,-0.8,1.4,-0.2,-0.2,-0.7,1.4,0.3
NC(=O)c1ccsc1NC(=O)CCS(=O)(=O)c1ccc(Cl)cc1,-13.2,-3.0,-1.9,-1.8,-2.2,0.6,-1.0,-0.1,-0.7,-0.8,1.5
O=C(NC(NC(=S)Nc1ccccc1C(=O)O)C(Cl)(Cl)Cl)c1cccc([N+](=O)[O-])c1 (configuration not stated),-40.0,2.1,-0.8,1.6,-1.0,1.0,-1.0,-8.8,0.1,-3.2,-1.0
CCn1c(=O)cc(N2CCOCC2)[nH]c1=O,-1.1,0.7,-1.0,-1.4,-0.7,1.1,-1.4,0.8,-0.3,-0.5,-1.6
CC1(C)Cc2c(c(=S)nc(-c3ccccc3)n2Cc2cccnc2)CO1,10.7,-0.8,0.5,-1.6,-1.0,1.9,-0.5,-0.9,0.4,-2.3,-3.4
CC1CCCCC1NC(=O)c1ccc2c(c1)OCCO2 (configuration not stated),0.1,0.9,5.6,-0.5,1.3,0.3,-1.1,-1.1,2.7,4.7,-2.2
COC(=O)[C@]12C[C@H](CC(=O)NCC34CC5CC(CC(C5)C3)C4)C(=O)N(Cc3ccco3)C1=C[C@H](C(C)C)O[C@@H]2C1CC1,-3.0,·,-2.2,-4.2,-0.3,·,-0.5,2.9,-1.3,-3.1,·
COc1cccc(C(=O)N=c2sc3c(C)ccc(OC)c3n2C)c1,-10.4,7.3,7.5,3.1,4.2,1.5,-0.7,0.2,2.4,0.5,-1.5
O=C(NCc1cccc(C(F)(F)F)c1)O[C@H]1CC[C@@]23CCCN2C(=O)CCC[C@H]3C1,4.1,·,-0.8,-3.4,-2.5,·,-1.6,0.0,·,·,·
CCc1ccc2c(c1)[C@H]1OCC[C@H]1[C@@H](c1cccs1)N2,-0.9,-5.5,14.4*,4.1,3.7,-1.2,-0.2,0.9,-2.4,-3.3,-2.0
Cc1ccc(N2C(=O)N(CC(=O)NCc3ccc(Cl)cc3)C(=O)C2C)cc1 (configuration not stated),4.6,-0.9,-2.9,0.7,-0.9,0.5,-1.1,-1.0,0.1,-2.6,0.5
CN(Cc1ccccc1)C(=O)COC(=O)c1ccc(Br)c(S(=O)(=O)N2CCOCC2)c1,3.4,0.6,-1.0,4.2,-1.5,-0.7,-1.6,4.4,0.5,-2.1,-1.0
Cc1noc2ncnc(N3CCN(c4ccc(F)cc4)CC3)c12,-1.1,-0.3,-4.4,·,-0.5,1.6,-1.6,1.1,-0.8,-3.3,-2.5
CCOC(CCNC(=O)c1cc2c(=O)[nH]c3ccccc3c2s1)OCC,-164.0,-1.2,1.8,3.7,0.2,-0.8,-1.4,-78.5,1.1,-3.7,0.0
COc1ccc(Cl)cc1NC(=O)CN(C)C(=O)c1cn2ccccc2n1,-14.2,-2.6,1.6,2.1,-1.5,0.5,-1.1,1.6,-1.2,0.6,0.9
CC(C)(C)c1cc2nc(NCc3cccc(Cl)c3)ccn2n1,-13.7,0.6,-0.6,-0.9,-2.7,·,-0.8,-6.3,-1.2,-6.5,0.9
O=C(c1ccc(NS(=O)(=O)c2cccs2)cc1)N1CCOCC1,-2.0,-1.0,-0.3,2.9,0.0,0.1,-1.1,-0.8,-1.5,0.3,-2.6
Clc1ccccc1-c1nnc2sc(-c3ccncc3)nn12,-8.8,0.7,2.9,4.8,-0.9,3.0,-1.6,0.8,-1.0,-1.4,1.0
COC(=O)C1=C(C)N(Cc2ccc(Cl)cc2)C(=S)NC1c1cccc(OC)c1 (configuration not stated),21.9*,·,-2.8,-2.9,-1.7,·,-0.8,6.8,-2.5,-4.2,-2.1
N#Cc1ccc(-c2ccc(OCC(O)Cn3nnc4ccccc43)cc2)cc1 (configuration not stated),-10.4,0.2,-0.7,3.0,-0.7,-1.6,-1.8,-2.2,-1.7,-8.8,-1.5
CCOC(=O)N1CCN(C(=O)COC(=O)C2CCN(S(=O)(=O)c3c(C)c(C)cc(C)c3C)CC2)CC1,0.4,2.0,-0.6,2.4,0.4,0.5,-0.9,-7.5,1.5,1.0,-0.3
CCOC(=O)C(Cc1ccccc1)NC(=O)CCc1nnc2ccc(N3CCCC3)nn12 (configuration not stated),-5.8,0.3,3.0,-1.4,-1.2,0.2,-1.1,-6.8,-0.1,1.1,0.3
CN1CCN(c2ccccc2NC(=O)c2ccc(N3CCCC3)c([N+](=O)[O-])c2)CC1,9.7,0.3,-3.3,5.3,-2.6,-1.2,-2.2,1.7,-0.8,3.9,0.2
CC(C)c1ccc(/C=C(\NC(=O)c2ccccc2)C(=O)NCCN2CCOCC2)cc1,0.2,0.2,1.2,1.9,1.1,1.3,-0.6,0.4,0.3,-0.5,1.8
COc1ccccc1NC(=O)N(Cc1cc2cc(OC)c(OC)cc2[nH]c1=O)CC1CCCO1 (configuration not stated),-234.6,-4.0,-2.5,5.7,-2.6,0.7,-1.6,-80.3,0.6,0.9,1.6
O=C(Nc1ccc2[nH]ncc2c1)c1ccccc1,0.8,3.4,7.4,5.0,2.5,2.3,-0.4,0.2,1.0,3.0,0.6
Cc1oc2c(c1C(=O)N1CCOCC1)C(=O)c1ccccc1C2=O,-7.4,-5.2,-5.2,-4.9,1.0,-2.0,-1.6,-1.5,-4.9,-9.9,0.0
COc1ccc(COc2ccc3ccc(=O)oc3c2)cc1,-73.7,6.3,20.3*,5.7,2.8,1.2,-0.1,-22.3,1.1,0.7,-0.2
CCc1ccc(-c2cc(C)no2)cc1S(=O)(=O)Nc1cc(C)on1,1.2,0.6,1.9,2.2,0.6,0.5,-0.4,1.4,0.0,-0.2,-2.4
Cc1cc(NC(=O)C2C3C=CC(C3)C2C(=O)O)no1 (configuration not stated),0.4,-0.7,0.3,-1.4,0.5,1.8,-1.5,-5.4,-0.3,-4.0,0.5
CC(C)(C)OC(=O)N1CCN(C(=O)c2[nH]cnc2C(=O)NCc2ccccc2)CC1,-1.5,0.7,-0.1,-0.5,0.7,0.6,-1.1,2.5,0.4,0.2,0.5
COC(=O)c1cc2c(c3c4cc(OC)ccc4n(S(=O)(=O)c4ccc(OC)cc4)c13)C(=O)N(C)C2,-16.5,·,1.2,1.6,1.3,·,-0.1,-7.7,-1.9,-0.3,-0.6
COc1ccc(/C(N)=N/OC(=O)c2cccc([N+](=O)[O-])c2)cc1,1.4,1.0,4.5,0.3,0.9,0.9,-0.3,-2.8,0.1,2.7,0.3
COc1ccc(OC)c(-c2cc(C(=O)Nc3cccc(Cl)c3)no2)c1,6.6,5.8,1.1,3.1,1.3,1.3,0.6,3.4,0.5,-2.3,-1.6
CCCCN(CCCC)CC(O)CN1C(=O)NC(C)(C)C1=O (configuration not stated),-3.4,-1.4,0.5,-0.3,1.1,1.7,-1.0,-7.6,0.1,-0.6,-0.5

# Screening results: PubChem BioAssay, several laboratories

# This is a random part of the collection; 6.8% or so of the library scored in one or more.
